Pyk2 oligo antag – antagonists of Pyk2 self-association, primary screen, Q293 cells, FERM NanoBiT luminescence, HTS | Protein-tyrosine kinase 2-beta (Homo sapiens), Q14289 | active compounds read low | hit rate 0.83% among 99,000 | z-score (the deposit names both 25 µM and 10 µM);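 active = Z-score of -3 or lower, scaled per plate to the spread of control and sample wells; inactive = z-score above -3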;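 note: negative z-score means lost luminescence so less FERM oligomerization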
ERa SRC1 inh – ERα–SRC-1 coactivator interaction inhibitors, primary screen, biochemical, TR-FRET, ERα LBD, estradiol-bound | hit rate 1.7% among 86,000 | AID 629, 2007 | TR-FRET ER-alpha LBD / SRC-1 peptide | inhibition, % at 25.6 µM; in the data active = inhibition above about 50%;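 note: 0% = receptor plus peptide control and 100% = peptide only without receptor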
Target sequence (P03372 whole entry, looked up, the tested form may be a part): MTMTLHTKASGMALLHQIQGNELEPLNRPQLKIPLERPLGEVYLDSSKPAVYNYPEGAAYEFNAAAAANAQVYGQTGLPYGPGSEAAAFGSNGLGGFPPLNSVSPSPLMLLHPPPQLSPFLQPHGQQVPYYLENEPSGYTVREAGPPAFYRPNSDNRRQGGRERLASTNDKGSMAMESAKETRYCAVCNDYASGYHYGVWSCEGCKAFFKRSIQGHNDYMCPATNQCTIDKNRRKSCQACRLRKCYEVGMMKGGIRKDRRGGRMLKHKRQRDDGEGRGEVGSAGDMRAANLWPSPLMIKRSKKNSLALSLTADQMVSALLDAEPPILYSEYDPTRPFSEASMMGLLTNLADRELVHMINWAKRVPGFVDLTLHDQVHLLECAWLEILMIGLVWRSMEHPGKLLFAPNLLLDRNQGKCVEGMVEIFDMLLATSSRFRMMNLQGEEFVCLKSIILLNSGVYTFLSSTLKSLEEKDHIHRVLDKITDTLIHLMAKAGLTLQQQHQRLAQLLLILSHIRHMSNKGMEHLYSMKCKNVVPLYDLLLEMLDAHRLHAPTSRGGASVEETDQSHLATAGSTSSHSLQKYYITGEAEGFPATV
* marks the source's active call; other numbers are inactive results; [ ] = another dose, or the depositor's remark.

SMILES	Pyk2 oligo antag	ERa SRC1 inh
COc1ccc(Cn2nnnc2C(c2ccccc2Cl)N2CCN(C)CC2)cc1 (stereo not given)	-0.17	4.0
Cc1nnc(SCC(=O)N2CC(=O)Nc3ccccc32)n1-c1ccccc1	0.49	-3.0
N=c1c2c(-c3ccccc3)c(-c3ccccc3)n(Cc3ccco3)c2ncn1Cc1ccco1	-2.08	40.2
COc1cc2nc(CC(C)C)n(NC(=O)c3ccccc3)c(=O)c2cc1OC	1.91	6.2[fluorescence artefact?]
CN(C)CCN1C(=O)C(=O)/C(=C(/O)c2ccc(F)cc2)C1c1ccccc1F (stereo not given)	0.54	-11.1
COCCCNCC(=O)Nc1ccc(OC(F)(F)F)cc1	0.84	-0.2
FC(F)(F)Oc1ccc(Nc2nc3ccccc3o2)cc1	-1.33	-9.2
COc1ccc(CCNC(=O)CCNS(=O)(=O)c2cccc3nsnc23)cc1OC	0.7	-10.4
O=C(Cc1nn[nH]n1)NCc1ccccc1Cl	-0.07	1.5[fluorescence artefact?]
CCn1cc(C(=O)NCCCOC(C)C)c2cc(OC)c(OC)cc2c1=O	0.6	-1.4
CCOC(=O)c1c(NC(=O)CN2CCOCC2)sc2c1CCCC2=O	0.99	2.8[fluorescence artefact?]
C/C(Cl)=C/Cn1c(SCC(C)C)nc2c1c(=O)[nH]c(=O)n2C	1.83	-12.1
O=C(CCC(=O)N(CC(=O)NC1CCCCC1)c1ccc2c(c1)OCO2)Nc1ccccn1	-0.23	23.7
Cc1ccc2nsnc2c1S(=O)(=O)N(CCO)Cc1cc2cc3c(cc2[nH]c1=O)OCCO3	-0.54	1.7
Cc1noc(C)c1C(=O)N1CCC(Cc2ccccc2)CC1	0.14	8.0

Whole records, looked up by structure. Values in the order: Pyk2 oligo antag | ERa SRC1 inh
COc1ccc(CCNC(=O)CCNS(=O)(=O)c2cccc3nsnc23)cc1OC is listed with 0.7 | -10.4
C/C(Cl)=C/Cn1c(SCC(C)C)nc2c1c(=O)[nH]c(=O)n2C is listed with 1.83 | -12.1
N=c1c2c(-c3ccccc3)c(-c3ccccc3)n(Cc3ccco3)c2ncn1Cc1ccco1 is listed with -2.08 | 40.2
CCOC(=O)c1c(NC(=O)CN2CCOCC2)sc2c1CCCC2=O is listed with 0.99 | 2.8[fluorescence artefact?]
COCCCNCC(=O)Nc1ccc(OC(F)(F)F)cc1 is listed with 0.84 | -0.2

The results go on:
SMILES	Pyk2 oligo antag	ERa SRC1 inh
O=C1c2ccccc2NC(c2ccc3c(c2)OCCO3)N1c1ccc2c(c1)OCCO2 (stereo not given)	-1.5	-3.8
CN(C)CCCNc1oc(-c2ccccc2)nc1C#N	0.45	-8.1
Cc1ccc2c(c1)N(CC(=O)NCc1cccs1)C(=O)CO2	-0.09	-0.9
COCCNC(=O)CN(c1ccc(C)cc1)S(=O)(=O)c1ccc(SC)cc1	0.1	33.4
Cc1ccccc1-n1c(SC/C(O)=C(\C#N)c2nc3ccccc3[nH]2)nnc1-c1ccncc1	-1.66	62.5*[fluorescence artefact?]
CCCC1c2ccc(C)n2CCN1C(=O)Nc1ccccc1Cl (stereo not given)	0.84	-2.6
COc1ccc(-n2nnnc2Sc2ccc(S(=O)(=O)N3CCOCC3)cn2)cc1	0.37	-3.6
COC(=O)c1ccc(NC(=O)CS(=O)(=O)Cc2ccccc2)cc1	0.36	0.0
COc1cccc(C(=O)CSc2nnc(COc3cccc4cccnc34)o2)c1	1.07	-12.8
CC(=O)Nc1ccc(S(=O)(=O)NCCN2CCOCC2)cc1	1.26	0.7
CCN(Cc1ccncc1)S(=O)(=O)c1ccc(C(C)=O)cc1	0.52	15.2[fluorescence artefact?]
CCN(CC)S(=O)(=O)c1cccc(-c2nnc(SCC(=O)NC)n2CCc2ccccc2)c1	-0.29	-3.5
CN(C)c1ccc(/C=N/n2ncc3ccccc32)cc1	0.54	-8.0[fluorescence artefact?]
CCc1cc2c(=O)c(-c3ccon3)c(N)oc2cc1OC	-2.03	10.0
CCOC(=O)N1CCN(c2cc(=O)n(-c3ccc(OC)cc3)c(=O)[nH]2)CC1	0.31	-3.4
CC(=O)OC1(C(F)(F)F)Oc2ccccc2NC1=O (stereo not given)	-0.86	11.0
CCOC(=O)CSc1nc(CC)nc2ccccc12	0.39	-6.4
Cc1cc(NO)nc(-c2ccc(Br)cc2)n1	-1.71	-6.3
CCOC(=O)c1sc2ncnc(N3CCN(C(=O)OCC)CC3)c2c1C	1.38	6.5
CC(=O)ON1C(C)(C)CC(OC(=O)c2ccccc2)CC1(C)C	0.52	-4.0
Cn1c(=O)c2c(nc(CN3CCOCC3)n2CCCO)n(C)c1=O	0.92	-10.1
Cn1c(Cc2cccs2)nnc1SCc1nc2ccccc2[nH]1	-0.92	-2.2
COc1cc2nc(=S)n3[nH]c(CCn4c(C)nc5ccccc54)nc3c2cc1OC	0.58	3.9
CC(C)c1nnc(NC(=O)C2CCN(c3nc4ccccc4s3)CC2)s1	0.79	66.9*[fluorescence artefact?]
Cc1csc(SCC(=O)Nc2ccc(Cl)cn2)n1	1.51	-3.1
COC(=O)C1CCN(C(=O)c2ccc(Cl)c(S(=O)(=O)NCc3cccnc3)c2)CC1	1.69	-0.7
Cc1ccc(CCn2c3c(c4ccccc42)CN(C)CC3)cn1	0.1	-4.6
CCOC(=O)CNC(=O)c1nn(-c2cccc(OC)c2)c(=O)c2ccccc12	-0.28	-6.8
Cc1nc(N2CCN(S(=O)(=O)c3ccc(F)cc3)CC2)c2c(C)c(C)sc2n1	-0.21	5.2
CC(C)=CC(=O)OCC(=O)Nc1ccccc1Cl	-1.2	-7.3

Entries listed above shown as hits in ERa SRC1 inh.
SMILES	Pyk2 oligo antag	ERa SRC1 inh
Cc1ccccc1-n1c(SC/C(O)=C(\C#N)c2nc3ccccc3[nH]2)nnc1-c1ccncc1	-1.66	62.5*[fluorescence artefact?]
CC(C)c1nnc(NC(=O)C2CCN(c3nc4ccccc4s3)CC2)s1	0.79	66.9*[fluorescence artefact?]

Additional compounds:
SMILES	Pyk2 oligo antag	ERa SRC1 inh
CC(C)Oc1ccc(NC(N)=O)cc1	0.63	-8.4
CCN(CC)C(=O)c1sc(NC(=O)c2ccoc2C)c(C(=O)OC)c1C	-0.11	-12.3
Cn1c(=O)cc(OCC(=O)N2CCCc3ccccc32)c2ccccc21	-0.66	-22.2
CN1CCN(Cc2c(C#N)c3ccccc3n2C)CC1	0.11	5.3
CCCn1c(SCc2cc(=O)oc3ccc4ccccc4c23)n[nH]c1=O	1.83	-3.3[fluorescence artefact?]
COc1ccc(N2C(=O)CN=C2Nc2cccc(C)c2C)cc1OC	-0.2	-2.1
O=C(NCc1ccncc1)c1cccc(F)c1	0.03	11.7
COCCCNC(=O)CCSc1ccc(Cl)cc1	0.11	0.3[fluorescence artefact?]
CC(C)(C)C1CCc2nc(NC(=O)Cc3cn4ccsc4n3)sc2C1 (stereo not given)	-0.63	1.0
O=C(COC(=O)c1ccc(N2CCCC2=O)cc1)NCc1ccco1	-0.46	-3.6
O=C(O)CSC12CC3CC(C1)CC(C(=O)O)(C3)C2	0.8	4.5
O=C(Nc1cccc2ccccc12)c1cnccn1	-0.27	-3.5
CCCSc1nc2c(c(=O)n1-c1ccc(OCC)cc1)SCC2	-0.36	1.5
N#Cc1c(-c2ccccc2)cc(C2CC2)nc1N	-0.09	1.0
C=CCN1CC(c2nc3ccccc3n2Cc2ccccc2)CC1=O (stereo not given)	1.06	-4.4
Cc1ccc2c(c1)nnn2C1CCN(S(=O)(=O)c2ccc(C(=O)N(C)C3CCCCC3)cc2)CC1	0.95	-5.1
COc1ccc(N2C3=[N+](CCCC3)CC2(C)O)cc1 (stereo not given)	-0.38	-3.7
O=C(Nc1ccc(Cc2ccc(NC(=O)N3CCOCC3)cc2)cc1)N1CCOCC1	0.83	-18.4[fluorescence artefact?]
O=C(Nc1cnc2ccccc2c1)N1CCCCC1	-0.27	5.8
CCOc1ccc(-c2cn(CCC#N)cn2)cc1	1.93	-2.6
Nn1c(SCc2cn3ccsc3n2)nnc1-c1ccncc1	0.5	-3.8
O=C(C1CCN(c2nnc(N3CCCC3=O)s2)CC1)N1CCN(Cc2ccc3c(c2)OCO3)CC1	1.73	29.8
Cc1ccc(NC(=O)c2noc3c2CCCCC3)cc1C	0	-6.9
O=C(NCCN1CCN(C(=O)NC2CCCCC2)CC1)NC1CCCCC1	0.05	-10.4
CCOC(=O)N1CCN(S(=O)(=O)c2cc(Cl)ccc2Cl)CC1	-0.02	-2.4
O=C(Nc1nccs1)C1CCN(S(=O)(=O)c2ccc3c(c2)OCCCO3)CC1	-0.59	3.4
O=C(Cn1c(CN2CCCCC2)nc2ccccc2c1=O)Nc1ccccc1	-0.48	0.5
COc1ccc(CN(C(=O)CSc2nnc(-c3ccc(F)cc3)o2)c2ccc(F)cc2)cc1	-2.13	4.8
Cc1ccc(CNC(=O)c2cc3c(=O)n4ccccc4nc3n(CC3CCCO3)c2=N)cc1 (stereo not given)	-0.49	-17.4[fluorescence artefact?]
O=c1[nH]c2cc3c(cc2cc1C(c1nnnn1C1CCCC1)N1CCCc2ccccc21)OCCO3 (stereo not given)	0.16	5.5
CCOC(=O)c1c(C)c(C(=O)NC(C)COC)c(C)n1CC (stereo not given)	1.69	-5.0
COCCNC(=O)C(c1ccco1)N(Cc1ccc(OC)cc1)C(=O)Cn1nnc2ccccc21 (stereo not given)	0.17	2.3
COc1cc(C(=O)Nc2ccc3c(c2)OCCO3)ccc1OC(F)F	-1.33	-8.2
CCCc1cc(=O)n2[nH]c(-c3ccc(C)cc3)cc2n1	-0.33	5.1[fluorescence artefact?]
CCCCN(CCCC)C(=O)CSc1nnc(-c2cc(OC)c(OC)c(OC)c2)o1	-0.97	-3.2
CCOC(=O)CNC(=O)c1nn(-c2ccc(OCC)cc2)c(=O)c2ccccc12	-1.01	-1.4
CS(=O)(=O)N1CCN(c2nnc(-c3ccccc3)c3ccccc23)CC1	0.31	-3.5
CCOC(=O)N1CCN(C(=O)CSc2nnc(-c3cc(OC)ccc3OC)o2)CC1	0.86	-5.2
COc1cccc(-c2csc(N3CCN(Cc4ccccc4)CC3)n2)c1	0.43	0.4[fluorescence artefact?]
CCOC(=O)c1cc(C#N)c(SCC(=O)c2cc(C#N)c(SC)nc2C)nc1C	-2.51	34.7[fluorescence artefact?]
Cc1nn(Cc2ccc(Cl)c(Cl)c2)c(C)c1NC(=O)c1cc(-c2ccco2)on1	-0.27	27.7
Cc1ccc(SCC(=O)N2CCCC2)cc1	0.72	5.7[fluorescence artefact?]
N#CC(C(=O)Nc1ccccc1)=C1CCCCC1	-0.24	-0.6[fluorescence artefact?]
CCN(CC)c1ccc2cc(C(=O)Nc3ccccn3)c(=O)oc2c1	0.17	39.1
Cc1cc(-c2nnc(-c3cc4ccccc4oc3=O)o2)c(C)n1-c1ccccc1	-0.15	-28.5[fluorescence artefact?]
COCCOC(=O)C1=C(C)N=C2SCCC(=O)N2C1c1cccc(Br)c1 (stereo not given)	-0.34	-0.1
CCOc1ccc(C2/C(=C(\O)c3ccc(OC)c(OC)c3)C(=O)C(=O)N2c2cc(C)on2)cc1OC (stereo not given)	-0.6	-7.4
CCCCn1c(SCC(=O)N(CC)C2CCS(=O)(=O)C2)nnc1C(CC)N(C)C (stereo not given)	0.19	2.5[fluorescence artefact?]
COC(=O)CSc1nc(N)c2c3c(sc2n1)CCCC3	0.05	4.8
Cc1cc(C(=O)OCC(=O)Nc2nc(-c3ccccc3)cs2)c(C)o1	0.43	1.6
CC1(C)CC2CC(C)(CN2C(=O)COC(=O)c2n[nH]c(=O)c3ccccc23)C1 (stereo not given)	0.08	-16.0
CN(Cc1ccccc1)S(=O)(=O)c1ccc(NC(=O)C2CCCO2)cc1 (stereo not given)	-0.24	-3.4
O=C(O)c1c[nH]c2ccc(S(=O)(=O)N3CCN(c4ccc(F)cc4)CC3)cc2c1=O	1.81	23.2[fluorescence artefact?]
CCc1c(C)nc2cc(-c3ccc(OC)cc3)[nH]n2c1=O	-0.16	0.7
CCS(=O)(=O)NCc1csc(C)n1	-0.17	-18.9
COc1ccc(OC)c(NC(=O)C(CC(C)C)NC(=O)C2CCCCC2)c1 (stereo not given)	-1.02	0.7
COc1ccc(NC(=O)C(c2ccc(OC)cc2)N(C)C(=O)c2cnccn2)cc1 (stereo not given)	-0.31	-11.6
CC(C)OCCCNC(=O)CCN1C(=O)COc2ccccc21	0.17	1.6
O=C(Cn1[nH]c(=O)c2ccccc2c1=O)Nc1ccc2c(c1)CCC2	-0.08	-10.0
COc1ccc(OC)c(S(=O)(=O)N2CCC(C(=O)NCCC3=CCCCC3)CC2)c1	0.83	-6.9

(cont.)
SMILES	Pyk2 oligo antag	ERa SRC1 inh
Cc1cc(C)n(-c2ccc(Cl)c(C(=O)Nc3ccc(-c4nnc5n4CCCCC5)cc3)n2)n1	-1.2	-22.9[fluorescence artefact?]
CCOc1ccc2[nH]c(=O)c(CN(Cc3cccs3)C(CC)c3nnnn3C(C)(C)CC)cc2c1 (stereo not given)	0.58	2.9
Cc1nc2ccccc2n2c(O)c(CC(=O)O)cc12	0.26	40.9[fluorescence artefact?]
c1ccc(CCNc2nc3ccccc3n3nnnc23)cc1	0.65	6.8[fluorescence artefact?]
CCOC(=O)NC(Nc1cc(C)on1)(C(F)(F)F)C(F)(F)F	0.59	-12.5
O=C(c1ccccc1)n1c(=S)nc2ccccn21	0.12	-8.5
COCCn1nnnc1C(CC(C)C)N1CCN(c2cccc(OC)c2)CC1 (stereo not given)	0.18	-7.0
Cc1ccc(CCNC(=O)C2CCC(=O)N2C(C)C)cc1 (stereo not given)	-0.05	-1.7
C/C(=N\O)C1(C)N(O)C(C)(C)C(c2ccc(Br)cc2)=[N+]1[O-] (stereo not given)	0.67	-1.6
CSc1ccccc1NC(=O)C1CCCO1 (stereo not given)	-0.42	3.1

Screening results as filed in PubChem.

This is a subset (hit frequency here may not be typical).
